Compound activity deposited in PubChem by National Center for Advancing Translational Sciences (NCATS).
TrxR1 inh: qHTS Assay for Inhibitors of Mammalian Selenoprotein Thioredoxin Reductase 1 (TrxR1): qHTS | recombinant rTrxR1, NADPH fluorescence consumption, selenite substrate | Thioredoxin reductase 1, cytoplasmic (Rattus norvegicus), O89049 | hit rate 1% among 390,000 | Potency, µM (highest dose often 114 µM), for inactives: top-dose activity change, negative = inhibition, actives largely listed as inhibitors; note: % is set by controls: 0 for no effect and ±100 for the full control effect; nearly all actives have a fitted effect of over 65% in size
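Rat TrxR1 (90 nM in the dispensed reagent) was pre-reduced with 400 uM NADPH for 5 min at room temperature, then incubated with compound for 15 min. After 400 uM selenite was added, NADPH fluorescence (Ex 340/Em 450 nm) was followed for 8 min.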
Vif-APOBEC3G blk: qHTS for Inhibitors of Vif-A3G Interactions: qHTS; HeLa A3G-eYFP + Vif (tagged APOBEC3G with the HIV-1 protein that degrades it), YFP fluorescence, overnight; Potency, µM (top dose mostly 46.1 µM), without a hit: at the highest dose activity, negative = active, most hits filed as inhibitors; hit rate 0.076% among 410,000;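 note: % is set by controls: 0 for no effect and ±100 for the full control effect; nearly all actives have a fitted effect of over 60% in size; hits raise eYFP signal because A3G escapes Vif-driven loss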
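Read-out is eYFP fluorescence (Ex 488/Em 500-530) from Vif-expressing HeLa A3G-eYFP cells; more signal means A3G escaped Vif-mediated degradation. Cells plated overnight, compound pinned in, incubated overnight at 37 deg C.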
12-LOX inh: Primary qHTS assay for inhibitors of human arachidonate 12S-lipoxygenase (ALOX12): Round 2; Potency, µM (top dose mostly 108 µM), without a hit: top-dose activity change, negative = inhibition, hits mostly inhibitors; purified 12hLO, xylenol orange hydroperoxide absorbance; hit rate 1.1% among 580,000; Polyunsaturated fatty acid lipoxygenase ALOX12 (Homo sapiens), P18054; note: % is set by controls: 0 for no effect and ±100 for the full control effect
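Hydroperoxide product was detected by ferrous iron/xylenol orange as the 573 to 405 nm absorbance ratio. Arachidonic acid at 40 uM (final) was turned over for 30 min at room temperature by 150 nM human 12hLO, pH 7.0 Hepes buffer, after 15 min compound preincubation.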
USP1-UAF1 inh: Inhibitors of USP1/UAF1: Primary Screen; Potency, µM (series often up to 57.1 µM), without a hit: top-dose activity change, negative = inhibition, most hits filed as inhibitors; AID 743255, 2014; hit rate 0.23% among 390,000; recombinant USP1/UAF1, Ub-Rhodamine cleavage fluorescence; note: % is set by controls: 0 for no effect and ±100 for the full control effect; nearly all actives have a fitted effect of over 60% in size; inactives centre near -12
Target sequence (O94782 whole entry, looked up): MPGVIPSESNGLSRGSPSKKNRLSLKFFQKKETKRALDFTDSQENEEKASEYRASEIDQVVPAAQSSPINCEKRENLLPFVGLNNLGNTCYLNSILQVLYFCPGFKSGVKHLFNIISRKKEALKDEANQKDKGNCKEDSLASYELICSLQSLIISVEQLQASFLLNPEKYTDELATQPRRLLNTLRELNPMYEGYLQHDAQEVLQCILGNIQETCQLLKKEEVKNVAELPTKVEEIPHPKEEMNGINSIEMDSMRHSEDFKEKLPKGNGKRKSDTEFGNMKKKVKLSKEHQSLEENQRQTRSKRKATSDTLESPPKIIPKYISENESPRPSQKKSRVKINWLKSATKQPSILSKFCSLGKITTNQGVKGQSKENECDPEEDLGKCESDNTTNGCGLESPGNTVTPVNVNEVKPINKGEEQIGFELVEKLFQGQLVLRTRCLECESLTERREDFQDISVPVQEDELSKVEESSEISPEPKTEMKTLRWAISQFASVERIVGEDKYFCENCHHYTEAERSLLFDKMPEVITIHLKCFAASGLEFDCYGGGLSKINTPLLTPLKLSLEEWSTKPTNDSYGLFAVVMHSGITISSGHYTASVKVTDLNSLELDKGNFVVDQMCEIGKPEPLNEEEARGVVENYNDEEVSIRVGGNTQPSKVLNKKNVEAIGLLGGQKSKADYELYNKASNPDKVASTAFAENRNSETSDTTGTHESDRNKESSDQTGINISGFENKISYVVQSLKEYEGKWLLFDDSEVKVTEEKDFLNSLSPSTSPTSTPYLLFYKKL
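USP1/UAF1 complex at 1 nM was preincubated with compound for 15 min at room temperature, then Ub-Rho substrate (150nM final) was added. Fluorescence (480/540 nm) was read kinetically, 6 reads every 60 seconds.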
TrxR1 substrate: qHTS Assay for Substrates of Mammalian Selenoprotein Thioredoxin Reductase 1 (TrxR1): qHTS; hit rate 0.01% among 390,000; Potency, µM (series often up to 114 µM), without a hit: at the highest dose activity change, negative = substrate turnover; purified TrxR1 substrate turnover, NADPH consumption readout; AID 588456, 2011; note: % is set by controls: 0 for no effect and ±100 for the full control effect; nearly all actives have a fitted effect of over 50% in size
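Rat TrxR1, dispensed at 90 nM, was prereduced with 400 uM NADPH (final) for 5 min at ~22 deg C, then incubated with compound 15 min before 400 uM selenite. A first-read NADPH fluorescence drop versus no-compound background flagged substrates.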
mIDH1 inhibitor: qHTS for Inhibitors of mutant isocitrate dehydrogenase 1 (IDH1): qHTS. Potency, µM (top dose mostly 76.6 µM), without a hit: top-dose activity change, negative = inhibition, actives largely listed as inhibitors. IDH1-R132H enzyme, NADPH consumption, diaphorase/resazurin fluorescence. Isocitrate dehydrogenase [NADP] cytoplasmic (Homo sapiens), O75874. hit rate 0.093% among 390,000. AID 602179, 2012; note: % is set by controls: 0 for no effect and ±100 for the full control effect; nearly all actives have a fitted effect of over 65% in size
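IDH1-R132H (0.5 ug/mL) preincubated 30 min with compound, then NADPH (0.016 mM) and alpha-KG (2 mM) added; 80 min at RT, pH 7.5. Remaining NADPH coupled via diaphorase/resazurin to fluorescence (540/590 nm); concentration-response curves normalized to no-enzyme control.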
RGS4 inhibitor: Inhibitors of Regulator of G Protein Signaling (RGS) 4: qHTS; Regulator of G-protein signaling 4 (Homo sapiens), P49798; Transcreener GDP fluorescence polarization, RGS4-accelerated GTP hydrolysis; Potency, µM (titrated, usually from 114 µM), for the others: top-dose activity change, negative = inhibition, most hits filed as inhibitors; hit rate 0.039% among 390,000; AID 504845, 2011; note: % is set by controls: 0 for no effect and ±100 for the full control effect; nearly all actives have a fitted effect of over 75% in size; some results filed as inactive show a strong effect at the top dose
Target sequence (P49798 whole entry, looked up): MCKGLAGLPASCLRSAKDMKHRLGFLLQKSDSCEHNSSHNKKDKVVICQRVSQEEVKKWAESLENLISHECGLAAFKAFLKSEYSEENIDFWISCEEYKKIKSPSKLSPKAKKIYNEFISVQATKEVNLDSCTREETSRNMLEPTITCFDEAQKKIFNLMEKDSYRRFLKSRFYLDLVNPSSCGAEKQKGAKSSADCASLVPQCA
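MLSMR compounds (23 nl, pin-transferred) preincubated 10 min at room temperature with a 500nM (2x) first reagent, then RGS4 at 900nM (2x) plus Transcreener GDP mix added; fluorescence polarization (620/688 nm) read before and after 90 min at 30 °C.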
Vif-A3F inh: qHTS for Inhibitors of Vif-A3F Interactions: qHTS. hit rate 0.2% among 390,000. Potency, µM (doses to about 46.1 µM), for the others: at the top dose activity, negative = active. HeLa A3F-eYFP + Vif (tagged APOBEC3F with the HIV-1 protein that degrades it), YFP fluorescence increase; note: % of control where 0% means no effect; nearly all actives have a fitted effect of over 65% in size
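HeLa cells stably expressing Vif plus C-terminally eYFP-tagged A3F were seeded, incubated overnight at 37 deg C, dosed with compound, incubated overnight again at 37 deg C. Yellow fluorescence (Ex 488/Em 500-530) reported blocked Vif-mediated A3F-eYFP degradation.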
RXFP1 ag: qHTS Assay for Agonists of the Relaxin Receptor RXFP1 | AID 2676, 2010 | Potency, µM (doses to about 57.5 µM), for inactives: top-dose activation, most hits filed as activators | HEK293T-RXFP1 cAMP TR-FRET, 30 min; response scale: percent of porcine relaxin response, buffer zero | hit rate 0.3% among 370,000 | Relaxin receptor 1 (Homo sapiens), Q9HBX9; note: % is set by controls: 0 for no effect and ±100 for the full control effect; nearly all actives have a fitted effect of over 60% in size; many of its hits are not listed in these tables
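HEK293 cells stably expressing RXFP1, treated 30 min at 37C with compounds plus PDE4 inhibitor Ro 20174; cAMP measured by HTRF TR-FRET. Normalized to buffer and 29 nM porcine relaxin; EC50 by Hill fit.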
An asterisk follows results filed as active; ? = inconclusive; · = not tested or not shown; [ ] = another dose, or the depositor's remark. Calls come from the whole dose curve; as a rule, active = well fitted curve in the direction sought with a large enough effect; inconclusive = small, poorly fitted or top-dose-only effect, or another doubt; inactive = no such curve, though single readings can be large; an effect the other way counts as inactive or inconclusive. Potency is the fitted concentration of half-maximal effect.

molecule | TrxR1 inh | Vif-APOBEC3G blk | 12-LOX inh | USP1-UAF1 inh | TrxR1 substrate | mIDH1 inhibitor | RGS4 inhibitor | Vif-A3F inh | RXFP1 ag
CC1CC(C)(C)CC2(C1)NC(=O)N(CC(=O)N1CCN(S(=O)(=O)c3cccs3)CC1)C2=O (stereo not given) | 15% | -2% | -7% | -23% | 0% | -9% | -9% | 0% | 0.2%
Cc1cccc(-c2noc(CN(C)C(=O)c3ccoc3C)n2)c1 | 19% | 0% | 0% | -23% | 7% | -1% | 19% | 5% | 0.5%
O=C1c2ccccc2S(=O)(=O)N1CC1CC(c2ccc(Cl)cc2)=NO1 (stereo not given) | -5% | 0% | -25% | -5% | -11% | 4% | -28% | 0% | 2.9%
CCN(CC)CCCNC(=O)CNC(=O)c1nn(-c2ccc(OC)cc2OC)c(=O)c2ccccc12 | · | 0% | -4% | -24% | · | 13% | · | 4% | ·
CC(C)CC(NC(=O)OC(C)(C)C)c1cn([C@@H](Cc2ccc(O)cc2)C(=O)N2CCN(C(=O)OC(C)(C)C)CC2)nn1 (stereo not given in full) | -1%[57.1 µM] | -2% | ? | -18% | 4%[57.1 µM] | 0% | 8% | 1% | 0.0%
Cc1ccc(S(=O)(=O)Nc2ccc(-c3ccc(N4CCCCCC4)nn3)cc2)cc1C | 19%[57.1 µM] | 2% | -12% | -18% | -4%[57.1 µM] | 35% | 2% | 2% | -3.8%
Cc1sc(NC(=O)Cn2[nH]c(=O)c3ccccc3c2=O)nc1-c1ccccc1 | -11% | -19% | -4% | -5% | -5% | 13% | -12% | ? | 0.9%
O=C(O)c1ccc(OCc2occc2C(=O)O)cc1 | -15% | -1% | -1% | -15% | -11% | 2% | -4% | 2% | 0.2%
COC(=O)c1cn(C(=O)c2ccc(OC)c(OC)c2)c2ccccc12 | 37%[activator] | ? | 1% | -10% | 0% | -3% | -2% | ? | 0.2%
Cc1cc(NC(=O)C(C)N2C(=O)c3ccccc3S2(=O)=O)no1 (stereo not given) | -16% | 2% | -9% | -5% | -12% | 5% | 10% | 3% | 1.8%
CC(C)CCOCC(=O)Oc1ccccc1C(=O)O | -4% | 0% | ? | -9% | 38%[activator] | 6% | 3% | -4% | 1.5%
O=C(Nc1ccccc1C(=O)N1CCN(CCO)CC1)c1cccc([N+](=O)[O-])c1 | -10% | 4% | 0% | 1% | -5% | 3% | 26% | -24% | 4.9%
CC(C)(C)C(=O)NC(=S)NNC(=O)c1ccc(-c2ccccc2)cc1 | ? | -3% | · | -11% | -3% | -1% | -32% | 4% | 0.3%
O=C(CN1CCN(C(=O)c2cccc(F)c2)CC1)Nc1ccccc1F | -7% | 0% | -2% | -11% | 1% | 1% | 20% | -37% | 0.7%
Cc1ccc(Cl)cc1NC(=O)CSc1nnc(C)n1-c1ccccc1 | 14%[57.1 µM] | 0% | 18% | -1% | 4%[57.1 µM] | 6% | -3% | -1% | 0.6%
COc1cc(-c2noc(-c3cc(C)[nH]n3)n2)cc(OC)c1OC | 15%[57.1 µM] | 2% | -7% | -17% | 1%[57.1 µM] | 2% | 2% | 3% | 0.1%
CCC1=C(OC(=O)N(CC)CC)N2C(=O)OC(=NCC3CC3)[C@]2(Cc2ccccc2)[C@H]2C1=CC[C@H]1C(=O)N(C)C(=O)[C@H]12 | -1%[57.1 µM] | -12% | -7% | -25% | -9% | -12% | -1% | -3% | -1.4%
Cc1c(CCOC(=O)c2cc([N+](=O)[O-])cc([N+](=O)[O-])c2)sc[n+]1CC(=O)c1ccc(Br)cc1 | -65% | ? | ? | -9% | 7%[57.1 µM] | -3% | -4% | -12% | 9.7%
COc1cc(Cl)c(C)cc1NC(=O)CSC1=NCCS1 | 18% | 0% | 4% | -31% | 3% | 3% | -13% | -13% | ·
CCn1c(SCc2c(F)cccc2Cl)nc(=O)c2c(C(=O)OC)cc(C3CC3)nc21 | 8%[57.1 µM] | 1% | ? | 7% | -3%[57.1 µM] | -4% | -4% | 0% | 4.4%

Some of the entries so far, field by field.
SMILES: O=C(Nc1ccccc1C(=O)N1CCN(CCO)CC1)c1cccc([N+](=O)[O-])c1
  TrxR1 inh: -10% | Vif-APOBEC3G blk: 4% | 12-LOX inh: 0% | USP1-UAF1 inh: 1% | TrxR1 substrate: -5% | mIDH1 inhibitor: 3% | RGS4 inhibitor: 26% | Vif-A3F inh: -24% | RXFP1 ag: 4.9%
SMILES: CC(C)(C)C(=O)NC(=S)NNC(=O)c1ccc(-c2ccccc2)cc1
  TrxR1 inh: ? | Vif-APOBEC3G blk: -3% | 12-LOX inh: · | USP1-UAF1 inh: -11% | TrxR1 substrate: -3% | mIDH1 inhibitor: -1% | RGS4 inhibitor: -32% | Vif-A3F inh: 4% | RXFP1 ag: 0.3%

Next part.
molecule | TrxR1 inh | Vif-APOBEC3G blk | 12-LOX inh | USP1-UAF1 inh | TrxR1 substrate | mIDH1 inhibitor | RGS4 inhibitor | Vif-A3F inh | RXFP1 ag
CN(Cc1ccccc1)C(=O)Cn1c(=O)oc2cc(S(=O)(=O)N3CCCC3)ccc21 | 10% | -3% | 24%[57.4 µM] | -24% | 4% | 7% | -4% | 5% | 1.0%
CN(/N=C/c1cc([N+](=O)[O-])ccc1O)c1ccccc1 | 15% | -17% | -3% | -20% | 3% | 9% | -40% | 0% | -0.3%
O=S(=O)(c1ccc(F)cc1)N1CCC2(CC1)OCCN2S(=O)(=O)c1cccs1 | 4% | 1% | -2% | -15% | -6% | 3% | 2% | 0% | 1.5%
CCN(CC)CCn1c(C)nc2c(sc3nc4c(cc32)COC(C)(C)C4)c1=O | 22%[57.1 µM] | 2% | · | -17% | -15%[57.1 µM] | 5% | -37% | 3% | -1.5%
Oc1ccc(Cl)cc1CNCc1ccc(Cl)cc1 | 17% | 0% | ? | -15% | -3% | 1% | 4% | -15% | -0.2%
O=C(/C=C/c1cccc([N+](=O)[O-])c1)N1CCN(C(=O)c2ccco2)CC1 | -8%[57.1 µM] | -3% | -4% | -3% | 8%[57.1 µM] | 0% | 21% | -2% | 3.8%
COc1ccccc1CNC(=O)c1oc2ccc(S(=O)(=O)N3CCOCC3)cc2c1C | 12% | 0% | -1% | 1% | 4%[0.457 µM] | -3% | 1% | -8% | 1.5%
CCc1ccccc1NC(=O)c1sc2nc3n(c(=O)c2c1C)CCC3 | 47%[activator] | -2% | -8% | -3% | -1% | 15% | 9% | -2% | -1.8%
COc1ccccc1OCCn1c(CO)nc2ccccc21 | -7% | 0% | -8% | -20% | -5% | 7% | -2% | 0% | -1.2%
COCCNC(=S)N=Nc1c(O)[nH]c2c(C)cc(C)cc12 | 23%[57.1 µM] | 0% | -11% | -13% | -9%[57.1 µM] | 3% | ? | -6% | 1.1%
COc1ccc(C(=O)NCC(=O)OCC(=O)c2ccc3c(c2)NC(=O)CO3)cc1 | 4%[57.1 µM] | 6% | -10% | -29% | 6%[57.1 µM] | -5% | -42% | -22% | -1.1%
COc1ccc(OCC(=O)NC(=S)Nc2ccc3c4c(cccc24)CC3)cc1 | 20% | -1% | -20% | -24% | 9% | -9% | -10% | 0% | 20µM*
CC1CCN(CCn2c(=S)[nH]c3cc4c(cc3c2=O)OCO4)CC1 | 18%[57.1 µM] | 2% | -3% | -18% | -5% | 3% | -18% | 4% | 4.3%
O=C(Nc1ccc(F)cc1F)Nc1csc2ccccc12 | -13%[57.1 µM] | 0% | 0% | -13% | -10%[57.1 µM] | 9% | -18% | -8% | 1.1%
CCN(CC)CCN(C(=O)/C=C/c1cccs1)c1nc2ccc(C)cc2s1 | -4% | 0% | -6% | 3% | -6% | -8% | -13% | 16% | 2.2%
Cc1cc(NC(=O)CS(=O)(=O)c2ccc(F)cc2)no1 | -6% | -2% | -22% | -4% | 1% | 5% | -18% | 9% | 0.7%
COCc1nnc(NC(=O)c2ccccc2Oc2ccccc2)s1 | 25% | -2% | -1% | -14% | 1% | 2% | 32% | 1% | 0.8%

Rewritten field by field: part of the list above
> COc1ccccc1OCCn1c(CO)nc2ccccc21
  TrxR1 inh: -7% | Vif-APOBEC3G blk: 0% | 12-LOX inh: -8% | USP1-UAF1 inh: -20% | TrxR1 substrate: -5% | mIDH1 inhibitor: 7% | RGS4 inhibitor: -2% | Vif-A3F inh: 0% | RXFP1 ag: -1.2%

> CN(Cc1ccccc1)C(=O)Cn1c(=O)oc2cc(S(=O)(=O)N3CCCC3)ccc21
  TrxR1 inh: 10% | Vif-APOBEC3G blk: -3% | 12-LOX inh: 24%[57.4 µM] | USP1-UAF1 inh: -24% | TrxR1 substrate: 4% | mIDH1 inhibitor: 7% | RGS4 inhibitor: -4% | Vif-A3F inh: 5% | RXFP1 ag: 1.0%

This is a subset; the hit share may differ from the screen's.
